RGS7-Gao reg = regulators of human RGS7-Galphao interaction; Multiplexed bead flow cytometry, RGS7-Galphao binding; actives lie on both sides; 220,000 compounds, 0.35% hits; binding response (% of control), % at 10 µM; in the data active means binding response below about 49% or above about 150%; inconclusive means no clear call, values can overlap the other calls; inactive means in between;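 further: fluorescent Galphao held in activated GDP-AlF4 state binding bead-coupled RGS7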
Target sequence (P09471 whole entry, looked up): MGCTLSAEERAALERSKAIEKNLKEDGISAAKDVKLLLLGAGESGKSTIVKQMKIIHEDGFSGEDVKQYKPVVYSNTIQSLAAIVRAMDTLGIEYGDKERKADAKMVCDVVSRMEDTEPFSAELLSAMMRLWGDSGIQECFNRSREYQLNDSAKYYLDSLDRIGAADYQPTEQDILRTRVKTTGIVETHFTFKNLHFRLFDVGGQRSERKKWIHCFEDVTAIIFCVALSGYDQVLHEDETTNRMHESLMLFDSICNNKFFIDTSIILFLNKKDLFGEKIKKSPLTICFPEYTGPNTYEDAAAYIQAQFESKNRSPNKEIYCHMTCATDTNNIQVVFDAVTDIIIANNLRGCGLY
RGS8-Gao reg = regulators of human RGS8-Galphao interaction; response (percent of control binding), % at 10 µM; multiplexed bead flow cytometry, RGS8-Galphao binding; actives lie on both sides; P09471; 220,000 compounds, 0.34% hits; in the data active means response below about 60% or above about 140%; inactive means in between;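 further: Galphao activated as the GDP aluminium fluoride complex binding bead-coupled RGS8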
Bim-Mcl-1 = disrupts Bim peptide binding to human Mcl-1; 190,000 compounds, 0.1% hits; inhibition, % at 10 µM; Bead-based flow cytometry, Bim peptide-Mcl-1 binding;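 further: 0% = no compound tracer wells and 100% = peptide blocker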
Bim-Bfl-1 = inhibitors of Bim-Bfl-1 interaction, human; 190,000 compounds, 0.12% hits; AID 1008; Q16548; Bead-based flow cytometry, Bim-Bfl-1 binding inhibition; inhibition, % at 10 µM;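 further: 0% = wells without compound plus tracer and 100% = blocker peptide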
Bim-Bcl-XL = human Bim-Bcl-XL interaction inhibition; inhibition, % at 10 µM; Bim peptide-Bcl-XL binding, bead flow cytometry, fluorescence; Q07817; 190,000 compounds, 0.04% hits
Target sequence (Q07817 whole entry, looked up): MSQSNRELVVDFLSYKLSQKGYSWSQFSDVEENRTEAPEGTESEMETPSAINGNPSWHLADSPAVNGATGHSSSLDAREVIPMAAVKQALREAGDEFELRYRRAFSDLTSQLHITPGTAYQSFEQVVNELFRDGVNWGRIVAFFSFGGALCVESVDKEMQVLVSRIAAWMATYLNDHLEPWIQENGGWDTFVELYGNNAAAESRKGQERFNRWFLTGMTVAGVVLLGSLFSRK
GSH bead fluor = GSH bead compound fluorescence profile | AID 1776 | fluorescence (KMESF) at 10 µM | 190,000 compounds, 0.25% hits | GSH beads flow cytometry, compound fluorescence 488/530 nm; active compounds read high; in the data active means fluorescence above about 89;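 further: glutathione beads carrying GST-tagged Bcl family fusion proteins plus one bare bead set; values are compound well signal with DMSO vehicle wells as background; inactives centre near 16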
Bcl-B Bim block = human Bim-Bcl-B interaction inhibition; Q9HD36; bead-based flow cytometry, Bim peptide-Bcl-B binding; inhibition, % at 10 µM; 190,000 compounds, 0.073% hits; AID 951;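 further: 0% = tracer peptide without compound and 100% = reference inhibitor peptide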
Mcl1 Bid PPI = disrupts binding of human Mcl-1 to Bid peptide; Q07820; TR-FRET Mcl-1/Bid-Dy647 peptide binding, 1536-well; inhibition, % at 21.7 µM; 220,000 compounds, 0.97% hits;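 active means compounds that cut the binding signal by more than half at the single screening dose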;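 further: His-tagged Mcl-1 with europium anti-His antibody binding Bid BH3 peptide; 0% = Mcl-1 plus peptide wells and 100% = peptide-only wells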
Bcl-2 Bim block = disrupts Bim peptide binding to human Bcl-2 | Bead-based flow cytometry, Bim peptide-Bcl-2 binding | inhibition, % at 10 µM | 190,000 compounds, 0.06% hits | AID 950; in the data active means inhibition above about 40%; inconclusive means no clear call, values can overlap the other calls;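 further: 0% = no compound wells with probe peptide and 100% = reference peptide inhibitor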
Target sequence (P10415 whole entry, looked up): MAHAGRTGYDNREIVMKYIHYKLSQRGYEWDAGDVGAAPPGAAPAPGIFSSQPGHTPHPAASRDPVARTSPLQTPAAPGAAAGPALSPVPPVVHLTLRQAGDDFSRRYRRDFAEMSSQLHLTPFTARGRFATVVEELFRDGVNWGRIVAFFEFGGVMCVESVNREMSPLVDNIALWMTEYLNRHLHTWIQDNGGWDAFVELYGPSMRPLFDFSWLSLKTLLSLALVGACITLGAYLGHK
Bim-Bcl-W = disrupts Bim peptide binding to human Bcl-W | bead-based flow cytometry | Q92843 | inhibition, % at 10 µM | 190,000 compounds, 0.02% hits;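 further: 0% = bound tracer without compound and 100% = peptide blocker; higher means less fluorescent Bim peptide bound to Bcl-W beads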
Target sequence (Q92843 whole entry, looked up): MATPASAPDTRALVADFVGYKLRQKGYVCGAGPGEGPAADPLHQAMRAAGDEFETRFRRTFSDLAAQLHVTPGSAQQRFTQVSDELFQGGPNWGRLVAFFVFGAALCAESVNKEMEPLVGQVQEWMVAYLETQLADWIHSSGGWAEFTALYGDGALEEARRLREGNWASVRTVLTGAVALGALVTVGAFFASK
RGS4-Gao reg = human RGS4-Galphao interaction regulation; P09471; binding response (% of control), % at 10 µM; 220,000 compounds, 0.33% hits; Multiplexed bead flow cytometry, RGS4-Galphao binding; actives lie on both sides; in the data active means binding response below about 49% or above about 150%; inactive means in between;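 further: fluorescent Galphao activated with aluminum fluoride binding bead-coupled RGS4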
The depositor's hits bear a star; ? = inconclusive; . = no result given. Unless noted, no stated cut-off is given here; in the data, active means inhibition above about 40%.

SMILES	RGS7-Gao reg	RGS8-Gao reg	Bim-Mcl-1	Bim-Bfl-1	Bim-Bcl-XL	GSH bead fluor	Bcl-B Bim block	Mcl1 Bid PPI	Bcl-2 Bim block	Bim-Bcl-W	RGS4-Gao reg
CCN(CC)CCNC(=O)c1ccc(NC(=O)c2cn(-c3ccccc3)nc2-c2cccs2)cc1	?	103	0	-8	-6	14	-7	-2	-2	-2	101
O=c1c(Cl)c(Cl)cnn1Cc1ccc(F)cc1	104	100	19	0	1	11	0	-2	0	9	100
O=C(O)CCCCCNS(=O)(=O)c1c(Cl)cccc1Cl	103	107	-4	-1	-1	13	0	-11	-2	0	101
Cc1ccc(C)c(NC(=S)NCCc2ccc(F)cc2)c1	106	104	-1	-16	-8	17	-9	-56	-10	-1	99
CCSc1ncnc2sc(C)c(C)c12	101	99	28	34	34	6	19	5	21	25	102
Cn1cc(/C=C(\C#N)C(=O)Nc2ncc(Cc3cccc(Cl)c3)s2)c2ccccc21	105	116	-4	1	-5	17	-4	-11	-1	-8	103
CCN1C(=O)S/C(=C/c2ccc(Sc3nc4ccccc4[nH]3)o2)C1=O	101	100	-9	-18	-16	16	-26	-12	-10	-13	101
Cc1ccccc1CNC(=O)c1ccccc1C	93	92	0	0	0	38	1	-15	3	0	98
Cc1cc2cc(C(c3nnnn3Cc3ccco3)N3CCCCC3)c(=O)[nH]c2cc1C (stereo not drawn)	96	97	2	-7	-2	4	-2	-9	-2	1	100
CCCCNC(=O)c1ccccc1NC(=O)CCSc1ccccc1	103	103	1	-5	-13	34	-8	-32	-6	0	106
CCOC(=O)CCn1c2nc(C)cc(C)c2c(=O)n1-c1ccccc1	101	100	0	0	-5	22	-3	-47	-1	-4	99
Cc1ccc(CCNC(=O)CCSCc2ccc(Cl)cc2)cc1	103	101	-1	-11	-3	17	-10	5	-2	-4	103
CCOc1ccc(NCc2cc3c(C(C)(C)C)nn(-c4ccccc4)c3[nH]c2=O)cc1	96	101	1	5	1	15	2	-31	6	4	96
COc1ccc(CN2CCNC(=O)C2CC(=O)N2CCCO2)c(OC)c1 (stereo not drawn)	97	101	-1	-3	1	14	-2	-35	0	0	100
COC(=O)CN(C#N)c1nc(SC)nc(N(C)C)n1	95	96	-5	-1	-2	15	-1	-5	0	-1	95
COc1ccc(-c2noc(-c3ccccc3C(=O)NCc3ccco3)n2)cc1OC	90	92	-2	-12	-2	25	-8	-16	-7	0	92
Cc1cccc(Cn2c(N(C)CCO)nc3c2c(=O)[nH]c(=O)n3C)c1	99	101	0	-10	-4	26	-9	-38	-7	-2	100
COC(=O)c1nc(-n2nc(C)cc2C)ccc1Cl	100	100	-4	0	-1	18	-2	-3	0	0	100
O=C(Nc1nonc1-c1ccc(Cl)cc1)c1ccccc1	109	107	-3	0	-3	70	-1	-15	-1	-4	110
Cc1nn(-c2ccccc2)c2sc(C(=O)NNC(=O)COc3cccc4ccccc34)cc12	99	102	-1	-7	-3	10	-7	17	0	0	110
COc1ccc(N(C)S(=O)(=O)c2c(C)[nH]c(=O)[nH]c2=O)c(OC)c1	101	98	0	-12	-2	13	-3	-9	-4	1	99
CC(=O)Nc1ccc(S(=O)(=O)N2CCSC2c2ccccc2)cc1 (stereo not drawn)	102	102	1	-9	12	29	-6	-19	-6	0	101
CCOc1ccc(C2CC(c3ccc(F)cc3)Nc3nc(N)nn32)cc1 (stereo not drawn)	102	99	4	-6	-2	18	0	-19	-2	3	101
CCOCCCN(C(=O)CNC(=O)c1ccco1)C(C(=O)NC1CCCC1)c1ccccc1C (stereo not drawn)	99	94	0	-9	3	33	-4	-5	-5	-1	93
COc1ccc(OC)c(NC(=O)CSc2ncccc2C(=O)O)c1	100	102	-5	-8	-9	26	-5	-5	-5	-3	101
Cc1cc(C)n(CC(C)NC(=O)CCc2nnc(CCc3ccccc3)o2)n1 (stereo not drawn)	95	98	0	-8	-6	12	-3	-16	-1	0	97
CC1CCN(CCOCCOc2ccccc2-c2ccccc2)CC1	99	103	-1	-2	-1	10	-5	33	-3	0	105
CSCc1ccc(C(=O)Nc2cc(C)cc(C)c2)cc1	101	103	-8	-4	-8	10	-7	-32	-5	-5	104
CSc1ccc(NC(=O)Nc2cccn(Cc3ccccc3)c2=O)cc1	105	102	-5	-3	-2	11	-4	-32	3	-3	99
Cc1cc(C(=O)OCC(=O)Nc2ccc(S(N)(=O)=O)cc2)c2ccccc2n1	98	100	-1	-1	0	70	3	-7	1	1	102
Cc1ccccc1N/C(SCc1cccc(Br)c1)=C(/C#N)C(N)=O	98	100	-11	-16	-15	19	-25	12	-11	-11	101
N#CC(C#N)=C1CCc2ccccc2N1	101	86	2	1	0	16	4	-15	1	3	94
CCOc1ccc(-c2nnc3sc(COc4ccc(Cl)cc4)nn23)cc1	104	105	13	-1	8	49	5	16	4	6	99
Fc1ccc(NC(=S)NCc2ccccn2)cc1	99	104	-2	-12	3	26	-9	-28	-9	0	102
COc1ccc(N2CCN(c3ccc(N4C(=O)COCC4=O)cc3[N+](=O)[O-])CC2)cc1	98	102	-9	-14	-7	19	-9	-51	-10	-6	100
Cc1cccc(CN2C(=O)N/C(=C/c3cc(C)n(-c4ccccn4)c3C)C2=O)c1	99	101	0	-12	-5	16	-9	-72	-4	1	98

Reformatted field by field: three of the compounds above
> Cc1ccccc1N/C(SCc1cccc(Br)c1)=C(/C#N)C(N)=O
  RGS7-Gao reg = 98	RGS8-Gao reg = 100	Bim-Mcl-1 = -11	Bim-Bfl-1 = -16	Bim-Bcl-XL = -15	GSH bead fluor = 19	Bcl-B Bim block = -25	Mcl1 Bid PPI = 12	Bcl-2 Bim block = -11	Bim-Bcl-W = -11	RGS4-Gao reg = 101
> COc1ccc(OC)c(NC(=O)CSc2ncccc2C(=O)O)c1
  RGS7-Gao reg = 100	RGS8-Gao reg = 102	Bim-Mcl-1 = -5	Bim-Bfl-1 = -8	Bim-Bcl-XL = -9	GSH bead fluor = 26	Bcl-B Bim block = -5	Mcl1 Bid PPI = -5	Bcl-2 Bim block = -5	Bim-Bcl-W = -3	RGS4-Gao reg = 101
> Cc1cc(C)n(CC(C)NC(=O)CCc2nnc(CCc3ccccc3)o2)n1 (stereo not drawn)
  RGS7-Gao reg = 95	RGS8-Gao reg = 98	Bim-Mcl-1 = 0	Bim-Bfl-1 = -8	Bim-Bcl-XL = -6	GSH bead fluor = 12	Bcl-B Bim block = -3	Mcl1 Bid PPI = -16	Bcl-2 Bim block = -1	Bim-Bcl-W = 0	RGS4-Gao reg = 97

Next section:
SMILES	RGS7-Gao reg	RGS8-Gao reg	Bim-Mcl-1	Bim-Bfl-1	Bim-Bcl-XL	GSH bead fluor	Bcl-B Bim block	Mcl1 Bid PPI	Bcl-2 Bim block	Bim-Bcl-W	RGS4-Gao reg
CCCc1ccc(OCCNC(=O)C2CCCCC2)cc1	94	98	0	-3	0	15	0	-13	0	1	98
COc1ccc(NC(=S)N(CCCN2CCCCC2)Cc2cccs2)cc1	103	108	3	0	0	21	3	-47	1	2	106
Cc1ccc(-c2nnc(NCc3ccccc3)c3ccccc23)cc1	106	100	-16	-5	-11	18	-6	-7	-3	-8	100
Cc1cc2cc(CCNC(=O)c3ccc(S(=O)(=O)N4CCOCC4)cc3)c(=O)[nH]c2cc1C	101	100	1	-12	-9	6	-10	-12	-5	2	98
CC(=O)Nc1nnc(SCc2ccccc2F)s1	102	104	-1	-12	-2	12	-7	-3	-6	0	103
CCOC(=O)c1c(C)n(C)c2ccc(OCC(O)Cn3nc(C)c(Br)c3C)cc12 (stereo not drawn)	.	.	-4	0	-11	19	-7	-2	.	-4	.
CCC(C)(C)c1ccc(OCC(=O)N(C)C)c(C(C)(C)CC)c1	?	101	0	-2	-1	13	-4	-2	0	0	102
CCN(CC)c1ccc(-n2c(C)c(C(C)=O)c(C(C)=O)c2C)cc1	97	101	-9	-22	-10	37	-9	-6	-14	-6	101
CCN(CCn1cccn1)C(=O)CC1C(=O)NCCN1Cc1cccc(OC)c1OC (stereo not drawn)	106	107	-4	-5	-5	19	-12	-26	-4	-4	106
Nc1nonc1-c1nc2ccccc2n1Cc1ccc(Cl)cc1	94	97	4	-7	0	6	-4	-38	-2	5	94
O=C(Nc1ccc(O)cc1)c1ccc(C(=O)c2ccccc2)o1	101	101	0	-3	-3	10	0	-51	-6	0	99
C/C=C(/C)C(=O)O[C@@H]1c2c(ccc3ccc(=O)oc23)O[C@@H]1C(C)(C)OC(C)=O	103	101	0	0	-6	18	-4	1	0	1	104

Another view of 5 compounds above:
| smiles | RGS7-Gao reg | RGS8-Gao reg | Bim-Mcl-1 | Bim-Bfl-1 | Bim-Bcl-XL | GSH bead fluor | Bcl-B Bim block | Mcl1 Bid PPI | Bcl-2 Bim block | Bim-Bcl-W | RGS4-Gao reg |
| --- | --- | --- | --- | --- | --- | --- | --- | --- | --- | --- | --- |
| O=C(Nc1nonc1-c1ccc(Cl)cc1)c1ccccc1 | 109 | 107 | -3 | 0 | -3 | 70 | -1 | -15 | -1 | -4 | 110 |
| Cc1nn(-c2ccccc2)c2sc(C(=O)NNC(=O)COc3cccc4ccccc34)cc12 | 99 | 102 | -1 | -7 | -3 | 10 | -7 | 17 | 0 | 0 | 110 |
| COc1ccc(N(C)S(=O)(=O)c2c(C)[nH]c(=O)[nH]c2=O)c(OC)c1 | 101 | 98 | 0 | -12 | -2 | 13 | -3 | -9 | -4 | 1 | 99 |
| CC(=O)Nc1ccc(S(=O)(=O)N2CCSC2c2ccccc2)cc1 (stereo not drawn) | 102 | 102 | 1 | -9 | 12 | 29 | -6 | -19 | -6 | 0 | 101 |
| CCOc1ccc(C2CC(c3ccc(F)cc3)Nc3nc(N)nn32)cc1 (stereo not drawn) | 102 | 99 | 4 | -6 | -2 | 18 | 0 | -19 | -2 | 3 | 101 |

Additional results follow.
SMILES	RGS7-Gao reg	RGS8-Gao reg	Bim-Mcl-1	Bim-Bfl-1	Bim-Bcl-XL	GSH bead fluor	Bcl-B Bim block	Mcl1 Bid PPI	Bcl-2 Bim block	Bim-Bcl-W	RGS4-Gao reg
CCCCOc1ccc(CSC(=N)N)cc1[N+](=O)[O-]	108	106	-1	-10	1	27	-7	5	-9	-2	105
CC(=O)Oc1c(C)cc(Cl)cc1C(=O)Nc1ccc([N+](=O)[O-])cc1Cl	104	107	-4	-3	-3	7	-4	1	-4	-4	104
CC(C)(C)C(=O)Nc1ccc2c(c1)OCCOCCOc1cc(NC(=O)C(C)(C)C)ccc1OCCOCCO2	99	100	0	-7	0	10	3	-44	0	2	100
Cc1ccc(C)c(NC(=O)CSc2ccc(-c3cccs3)nn2)c1	97	101	-3	-15	-11	20	-13	16	-9	-8	101
Cc1cccc(NC(=O)c2cnc3sccn3c2=O)c1C	107	100	0	-8	-4	19	-5	-14	-11	0	100
Cc1ccn2c(C(=O)c3ccc(Cl)cc3)cnc2c1	89	91	-3	-2	-5	10	-1	-18	-5	-1	91
O=C(NCC(=O)N(Cc1cccs1)C(C(=O)NC1CCCCC1)c1cccnc1)c1ccco1 (stereo not drawn)	101	104	-52	-42	-35	71	-44	-1	-40	-35	96
COCCNC(=O)C(c1cccs1)N(Cc1cccs1)C(=O)Cn1nnc2ccccc21 (stereo not drawn)	99	99	-4	0	-3	18	-2	-11	-2	-3	97
O=C(N/N=C/c1ccco1)c1cc(Br)ccc1OCc1ccccc1	105	115	-6	-5	-7	13	-5	-11	-7	-4	103

Rows are unselected; any-hit rate near 1.8%.
